TRPC4 agonist = TRPC4 (mouse) channel activation; Q9QUQ5; HEK293 TRPC4beta/mu-opioid, Fluo4 calcium fluorescence; hits give high values; B-score at 10 µM; actives 0.49% (n = 310,000); AID 2237;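 active = B-score above 5 SD of library B-scores, and initial fluorescence ratio not above library mean plus 5 SD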;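 note: positive B-score marks a calcium rise read as TRPC4 activation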
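Technique: kinetic Fluo4 calcium fluorescence; Test system: TRPC4beta and mu-opioid receptor HEK293 stable cells; Measure: B-scored integrated calcium fluorescence ratio; Benchmarks: low control buffer alone, high control maximal DAMGO; Schedule: 45 min room-temperature Fluo4 loading, 110 s read.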
MrgX1 agonist = agonists of human MrgX1 receptor; MrgX1-HEK293 cells, Fluo-4 calcium fluorescence, agonist mode; hits give high values; B-score at 10 µM; actives 0.44% (n = 310,000);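 active = calcium response B-score plate-corrected fluorescence ratio at least 3 library SD, with starting fluorescence B-score inside 5 SD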
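Test system: HEK293 cells stably expressing human MrgX1 receptor; amount: 15,000 cells per well; doses: compound delivered in addition one of three; times: overnight plating before 1 h dye loading; detection: Fluo-4 NW calcium-flux fluorescence, kinetic read; read-out basis: B-scored fluorescence response ratio; controls: positive and negative controls per plate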
MrgX1 antag = antagonists of human MrgX1 receptor | B-score at 10 µM | MRGX1-HEK293 calcium flux, Fluo-4, BAM8-22 antagonism; hits give low values | AID 588676 | actives 1.3% (n = 310,000);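 active = calcium-response B-score plate-corrected more than 3 library SD below zero, starting fluorescence within 5 deviations, no agonist response on first addition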;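 note: peak minus trough fluorescence over baseline after final BAM8-22 challenge near maximal dose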
TRPC6 act = activates the mouse TRPC6 cation channel | HEK293-TRPC6 membrane potential dye fluorescence; hits give high values | B-score at 10 µM | actives 0.13% (n = 310,000);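 active = B-score of the integrated fluorescence ratio above library mean plus 3 SD, and starting fluorescence ratio within library mean plus 5 SD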;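 note: higher score means more depolarization so channel activation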
Target sequence (Q61143 whole entry, looked up): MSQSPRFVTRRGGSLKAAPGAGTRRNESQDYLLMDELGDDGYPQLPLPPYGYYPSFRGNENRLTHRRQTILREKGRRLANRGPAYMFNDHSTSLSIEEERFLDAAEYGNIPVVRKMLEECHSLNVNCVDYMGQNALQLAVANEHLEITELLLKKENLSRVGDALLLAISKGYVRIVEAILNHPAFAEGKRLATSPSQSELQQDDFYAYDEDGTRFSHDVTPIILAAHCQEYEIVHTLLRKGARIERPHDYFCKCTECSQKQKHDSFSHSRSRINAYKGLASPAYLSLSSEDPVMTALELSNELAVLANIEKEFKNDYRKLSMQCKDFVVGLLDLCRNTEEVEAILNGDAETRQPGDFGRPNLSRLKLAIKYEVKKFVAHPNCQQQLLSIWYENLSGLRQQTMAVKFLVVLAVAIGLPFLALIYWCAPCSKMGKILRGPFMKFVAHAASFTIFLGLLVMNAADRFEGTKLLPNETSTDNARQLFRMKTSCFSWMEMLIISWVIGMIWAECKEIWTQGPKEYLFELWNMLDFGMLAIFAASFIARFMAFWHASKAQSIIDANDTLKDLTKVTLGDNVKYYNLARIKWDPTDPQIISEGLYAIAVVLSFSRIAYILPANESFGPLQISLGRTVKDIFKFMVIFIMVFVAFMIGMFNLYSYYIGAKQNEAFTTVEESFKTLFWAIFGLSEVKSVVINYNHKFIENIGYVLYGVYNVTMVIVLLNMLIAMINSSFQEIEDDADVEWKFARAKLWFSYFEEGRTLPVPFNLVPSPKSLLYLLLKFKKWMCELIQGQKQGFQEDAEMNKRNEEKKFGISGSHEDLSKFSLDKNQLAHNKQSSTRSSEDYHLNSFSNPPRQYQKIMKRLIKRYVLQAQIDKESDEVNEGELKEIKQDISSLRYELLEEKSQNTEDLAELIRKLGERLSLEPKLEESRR
TMEM16A inh = mouse TMEM16A channel inhibition, primary screen; Q8BHY3; HEK293 TMEM16A/YFP iodide influx fluorescence, ionomycin; normalized B-score (activity score, 25-100; higher = stronger inhibition) at 10 µM; actives 1.2% (n = 310,000);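 active = ratio plate-corrected score three or more library SD toward inhibition, starting fluorescence score within five deviations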;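 note: score derived from kinetic fluorescence span divided by baseline fluorescence per well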
TRPC4 inh = blocks the mouse TRPC4 cation channel; AID 2247; Q9QUQ5; HEK293 TRPC4beta/mu-opioid, DAMGO-evoked Fluo4 calcium flux; hits give low values; actives 0.39% (n = 300,000); B-score at 10 µM;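 active = B-score over 3 SD under the library average, no early fluorescence shift, positive overall ratio signal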
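Assay system – HEK293 line stably carrying TRPC4beta and mu-opioid receptor · Doses – single dose · Detection – Fluo4 calcium-dye fluorescence, kinetic read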
ANO1 activ = activates or potentiates the mouse TMEM16A chloride channel; actives 0.3% (n = 340,000); B-score at 10 µM; HEK293 TMEM16A/YFP-H148Q/I152L, iodide quench fluorescence; hits give low values;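 active = fluorescence-ratio B-score plate-corrected deviation score at least 3 library SD below zero, with starting fluorescence score within 5 deviations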;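 note: channel opened by trigger with iodide after compound preincubation; score built on the fluorescence ratio of max minus min over baseline; more negative score means more quench and so TMEM16A activation or potentiation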
TRPC6 inh = mouse TRPC6 channel inhibition; HEK293-TRPC6, membrane potential dye, ACh-evoked depolarization; hits give low values; AID 2553; B-score at 10 µM; actives 1.1% (n = 310,000); Q61143;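 active = B-score under library mean minus 3 SD, initial fluorescence not abnormally high, positive integrated signal ratio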;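 note: B-score derived from integrated fluorescence ratio over the kinetic read; more negative B-score means stronger inhibition of depolarization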
TRPC4 PAM = allosteric potentiators of mouse TRPC4 channel | HEK293 TRPC4beta/mu-opioid, DAMGO EC20, Fluo-4 Ca2+ flux; hits give high values | AID 2227 | B-score at 10 µM | actives 0.42% (n = 310,000) | Q9QUQ5;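 active = B-score of calcium response area above 5 SD of library B-scores, with initial fluorescence ratio within 5 SD of library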;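 note: B-score of integrated fluorescence ratio over time as area under calcium response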
SKKanGAS inh = inhibitors of SKKanGAS S. pyogenes growth in kanamycin (SK-promoter or general growth effect). inhibition, % at 7.5 µM. BacTiter-Glo, 6 h. AID 1662. actives 1.3% (n = 300,000);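 active = mean replicate score, as percent of positive control median, at least 50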;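 note: strain carries kanamycin resistance gene driven by streptokinase promoter and grows in 40 µg/ml kanamycin; loss of luminescence reflects streptokinase promoter inhibition or plain growth inhibition; 0% = median of DMSO wells and 100% = positive control at its reference dose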
MrgX1 PAM = human MrgX1 positive allosteric modulation, primary screen; AID 588675; Q96LB2; B-score at 10 µM; MrgX1-HEK293, Fluo-4 calcium flux, FDSS; hits give high values; actives 0.63% (n = 310,000);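 active = plate-corrected calcium response at least 3 library SD above typical, normal starting fluorescence, not activating the receptor alone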;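 note: compound read alongside a low EC10 to EC30 dose of BAM8-22 agonist; peak minus trough fluorescence over baseline measured at the second addition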
Numbers without * were called inactive; i = inactive.

entry	SMILES	ANO1 activ	TRPC4 agonist	TRPC6 inh	SKKanGAS inh	TRPC6 act	TRPC4 inh	MrgX1 antag	MrgX1 agonist	TMEM16A inh	MrgX1 PAM	TRPC4 PAM
1	Cc1ccccc1OCC(=O)NNC(=O)Cc1ccc(S(=O)(=O)N2CCOCC2)s1	i	i	i	-1	i	i	i	i	i	i	i
2	CC(C)(C)c1ccc(C2CC2C(=O)N/N=C\c2ccc[nH]2)cc1 (stereo not given)	i	i	i	13	i	i	i	i	i	i	i
3	O=C(NCC1(c2ccccc2)CCCC1)C1(c2ccccc2)CCCC1	i	i	i	20	i	i	i	i	100*	i	i
4	COC(=O)c1ccc2c(=O)n(CCN3CCOCC3)c(SCC(=O)NCc3ccccc3)nc2c1	i	i	i	1	i	i	i	i	i	i	i
5	C=CCN(CC=C)c1ccc(N2C(=O)C3CCCCC3C2=O)cc1[N+](=O)[O-] (stereo not given)	i	i	i	-6	i	i	i	i	i	i	i
6	COC1CCN(C(=O)c2ccc3oc(C(C)C)nc3c2)CC1	i	i	i	1	i	i	i	i	i	i	i
7	C=CCOc1nc(N2CCCC2)nc(N2CCCC2)n1	i	i	i	-2	i	i	i	i	i	i	i
8	CN1CCN(c2ccc(NC(=O)COc3ccccc3[N+](=O)[O-])cc2)CC1	i	i	i	-12	i	i	i	i	i	i	i
9	CCCCn1c(N)c(N(CCOC)C(=O)c2cc3c(s2)CCC(C)C3)c(=O)[nH]c1=O (stereo not given)	i	i	i	2	i	i	i	i	i	i	i
10	COc1ccc(C)cc1NC(=O)C(OC(=O)CNC(=O)c1ccc(Oc2ccccc2)cc1)c1ccccc1 (stereo not given)	i	i	i	-7	i	i	i	i	i	i	i
11	CCn1c(=O)c2c3c(sc2n2c(SCc4ccc(F)cc4)nnc12)CCCC3	i	i	i	4	i	i	i	i	i	i	i
12	CCOC(=O)N1CCC(Nc2nc(OC)nc(OC)n2)CC1	i	i	i	-6	i	i	i	i	i	i	i
13	CCCCn1ccnc1C(=O)c1cccc(S(=O)(=O)N2c3ccccc3CC2C)c1 (stereo not given)	i	i	i	13	i	i	i	i	25*	i	i
14	COc1ccc(NC(C)c2cc(Cl)ccc2O)cc1 (stereo not given)	i	i	i	-3	i	i	i	i	i	i	i
15	Cc1cccc(-c2noc(CN(C(=O)/C=C/c3ccccc3Cl)C(C)C)n2)c1	i	i	i	16	i	i	i	i	i	i	i
16	O=C(CCCSc1nc(-c2ccco2)cc(C(F)(F)F)n1)NCc1cccs1	i	i	i	-6	i	i	i	i	i	i	i
17	CC(C)(C)C(=O)N1CCC(O)(CS(=O)(=O)Cc2ccccc2Cl)CC1	i	i	i	-1	i	i	i	i	i	i	i
18	CCN1CCN(C(c2cccnc2)c2cc(Cl)c3cccnc3c2O)CC1 (stereo not given)	i	i	i	28	i	i	i	i	i	i	i
19	CCOC(=O)CSCc1cn2cc(Cl)ccc2n1	i	i	i	0	i	i	i	i	i	i	i
20	COCCN(C(=O)COC(=O)c1cnc(C)cn1)c1c(N)n(Cc2ccccc2)c(=O)[nH]c1=O	i	i	i	13	i	i	i	i	i	i	i
21	O=[n+]1c2c(n([O-])c3cc(F)c(F)cc31)CCCC2	i	i	i	23	i	i	i	i	i	i	i
22	Nc1ncc(CCN2CCOCC2)c(-c2ccc(F)cc2)n1	i	i	i	-14	i	i	i	i	i	i	i
23	CCN(CCCNC(=O)CC(C(=O)N1CCc2ccccc21)n1ccnc1)c1cccc(C)c1 (stereo not given)	i	i	i	2	i	i	i	i	i	i	i
24	Cc1ccc(Cn2nnc3c(=O)[nH]c(C4CCN(S(=O)(=O)c5ccc(S(=O)(=O)NC6CC6)cc5)CC4)nc32)cc1	i	i	i	28	i	i	i	i	i	i	i
25	Cc1cc(C)cc(N(CC(=O)Nc2ccccc2-c2ccccc2)S(=O)(=O)c2ccccc2)c1	i	i	i	2	i	i	i	i	i	i	i
26	CCOC(=O)CNC(=S)N(CCCN1CCCC1)Cc1cccs1	i	i	i	-3	i	i	i	i	i	i	i
27	CC(C)Cc1cc(C(=O)Nc2c(F)cc(F)cc2Br)no1	i	i	i	2	i	i	i	i	i	i	i
28	O=C(Nc1nc2ccccc2s1)Nc1ccc(F)cc1F	i	i	i	-6	i	i	i	i	i	i	i
29	CCC(=O)NNC(=S)NC(=O)c1ccc(C)cc1	i	i	i	22	i	i	i	i	i	i	i
30	O=C(O)CNC(=O)CCn1nnc2ccccc2c1=O	i	i	i	-2	i	i	i	i	i	i	i
31	O=C(O)/C=C/c1cnc[nH]1	i	i	i	-1	i	i	i	i	i	i	i
32	CCC(C)N(NC(C)=O)c1nc(Cl)nc(NC(C)C)n1 (stereo not given)	i	i	i	-14	i	i	i	i	i	i	i
33	Cc1ccc(CN2CCN(Cc3cnc(C)[nH]3)CC2CCO)cc1 (stereo not given)	i	i	i	-4	i	i	i	i	i	i	i
34	CCN1CCN(CC2CC3C=CC2C3)CC1 (stereo not given)	i	i	i	4	i	i	i	i	i	i	i
35	O=C(CSc1ccc2ccccc2n1)NCc1ccc2c(c1)OCO2	i	i	i	1	i	i	i	i	i	i	i
36	Cc1cc(C(=O)CSc2nnnn2-c2ccc(Cl)cc2)c(C)n1CC1CCCO1 (stereo not given)	i	i	i	2	i	i	i	i	i	i	i
37	O=C(Cn1cc([N+](=O)[O-])cn1)NCC1CCCO1 (stereo not given)	i	i	i	-15	i	i	i	i	i	i	i
38	COCCCn1c(Cc2csc(Nc3cccc(Cl)c3)n2)nnc1SCC(=O)OC1CCCCC1	i	i	i	16	i	i	i	i	i	i	i
39	CC1CC(=O)Nc2ccccc2N1S(=O)(=O)c1ccc(Cl)cc1 (stereo not given)	i	i	i	7	i	i	i	i	i	i	i
40	Cc1ccc(NC(=O)CC2NCCN(Cc3ccccc3)C2=O)cc1 (stereo not given)	i	i	i	0	i	i	i	i	i	i	i
41	Cc1c(C(=O)NCCSCc2ccc(Cl)cc2Cl)cccc1[N+](=O)[O-]	i	i	i	18	i	i	i	i	i	i	i
42	CN(C)CCCNC(=O)c1ccc(=O)[nH]n1	i	i	i	-1	i	i	i	i	i	i	i
43	O=Nc1c(O)n(Cc2ccccc2)c2ccccc12	i	i	i	-3	i	i	i	i	i	i	i
44	CC(C)c1ccc(/C=N/N2CCN(c3ccccn3)CC2)cc1	i	i	i	-1	i	i	i	i	i	i	i
45	C/C(=N\Nc1nc(C)cc(-c2ccccc2)n1)c1ccc(F)cc1	i	i	i	-11	i	i	i	i	i	i	i
46	C=CCn1c(O)c2ccc(C(=O)N=NC(=O)COc3ccccc3F)cc2c1O	i	i	i	-12	i	i	i	i	i	i	i
47	CSc1nc(-c2ccccc2)ccc1C(N)=O	i	i	i	-8	i	i	i	i	i	i	i
48	O=S(=O)(NCc1ccccn1)c1cc(Cl)ccc1Cl	i	i	i	0	i	i	i	i	i	i	i
49	N#CCCC(CCC#N)C1=NCCc2ccccc21	i	i	i	1	i	i	i	i	i	i	i
50	O=S(=O)(c1ccc(-c2ccccc2)cc1)N1CCCCC1	i	i	i	11	i	i	i	i	i	i	i

Whole records as entered above.
Profile of Cc1ccccc1OCC(=O)NNC(=O)Cc1ccc(S(=O)(=O)N2CCOCC2)s1 : ANO1 activ = i; TRPC4 agonist = i; TRPC6 inh = i; SKKanGAS inh = -1; TRPC6 act = i; TRPC4 inh = i; MrgX1 antag = i; MrgX1 agonist = i; TMEM16A inh = i; MrgX1 PAM = i; TRPC4 PAM = i
Profile of CC1CC(=O)Nc2ccccc2N1S(=O)(=O)c1ccc(Cl)cc1 (stereo not given) : ANO1 activ = i; TRPC4 agonist = i; TRPC6 inh = i; SKKanGAS inh = 7; TRPC6 act = i; TRPC4 inh = i; MrgX1 antag = i; MrgX1 agonist = i; TMEM16A inh = i; MrgX1 PAM = i; TRPC4 PAM = i

Continued.
entry	SMILES	ANO1 activ	TRPC4 agonist	TRPC6 inh	SKKanGAS inh	TRPC6 act	TRPC4 inh	MrgX1 antag	MrgX1 agonist	TMEM16A inh	MrgX1 PAM	TRPC4 PAM
51	CC(Sc1nc(C(C)(C)C)cc(-c2ccccc2)c1C#N)C(=O)Nc1ccccc1 (stereo not given)	i	i	i	-2	i	i	i	i	i	i	i
52	CC(=O)c1c(C)[nH]c(C(=O)OCCCCN2C(=O)c3ccccc3C2=O)c1C	i	i	i	-5	i	i	i	i	i	i	i
53	N/C(=N\OC(=O)c1cccc(Br)c1)c1ccc(Br)cc1	i	i	i	4	i	i	i	i	i	i	i
54	COC(=O)c1ccc(/C=N/NC(=S)NCCN2CCOCC2)cc1	i	i	i	-3	i	i	i	i	i	i	i
55	CC(C)N(C(=O)CSc1nnc(NC(=O)Cc2cccs2)s1)C(C)C	i	i	i	-9	i	i	i	i	i	i	i
56	CCOC(=O)CSC1=C(C#N)C(c2ccc3c(c2)OCO3)CC(=O)N1 (stereo not given)	i	i	i	-5	i	i	i	i	i	i	i
57	COc1ccc(CC(=O)OCC(=O)NCc2ccco2)cc1	i	i	i	-1	i	i	i	i	i	i	i
58	CN(C)c1ccc(C(c2nnnn2C(C)(C)C)N2CCN(C(=O)c3ccco3)CC2)cc1 (stereo not given)	i	i	i	0	i	i	i	i	i	i	i
59	CO/N=C(\c1nonc1N)N1CCN(c2ccc(Cl)cc2[N+](=O)[O-])CC1	i	i	i	1	i	i	i	i	i	i	i
60	COc1cc(N=C2C(=O)N3CCCc4cccc2c43)cc(OC)c1	i	i	i	4	i	i	i	i	i	i	i
61	COc1cccc(CNC(=O)CCC2CCCN(C(=O)c3csc(C(C)C)n3)C2)c1 (stereo not given)	i	i	i	7	i	i	i	i	i	i	i
62	CCC(=O)N1CCN(c2ccc(NC(=O)c3ccc(C#N)cc3F)cc2Cl)CC1	i	i	i	7	i	i	i	i	i	i	i
63	COc1ccc(-c2csc(N(CCCN3CCOCC3)C(=O)CCl)n2)cc1	i	i	i	2	i	i	i	i	i	i	i
64	Cc1c(C#N)c2ccccc2n1CC(=O)N1CCc2ccccc2C1	i	i	i	-2	i	i	i	i	i	i	i
65	Cc1ccc(CN2CCN(/N=C/c3sccc3C)CC2)c(C)c1	i	i	i	-18	i	i	i	i	i	i	i
